# HEK293 viab – GF-AFC viability counterscreen for inhibitors of alpha-synuclein gene (SNCA) expression; AID 1671193, 2021; HEK-293-SNCA-luc viability, GF-AFC fluorescence, 24 h; Potency, µM (titrated, usually from 57.1 µM), without a hit: at the top dose activity change, negative = cytotoxicity, usual class: cytotoxic; 0.12% of 150,000 active;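 also: potency is read from the fitted curve at half-maximal effect; 0% = DMSO-treated cells and -100% = medium-only wells without cells; nearly all actives have a fitted effect of over 30% in size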
#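 Cytotoxicity counterscreen: after 24 h compound treatment of genome-edited SNCA-luciferase HEK-293 cells, live-cell protease substrate GF-AFC read by fluorescence after 30 min; activity scaled between DMSO (0%) and medium-only (-100%), curves Hill-fitted.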
# IP6K1 inh – Primary qHTS assay for small molecule inhibitors of Inositol hexaphosphate kinase 1 (IP6K1); Inositol hexakisphosphate kinase 1 (Homo sapiens), Q92551; IP6K1 kinase, ADP-Glo luminescence, 2 h; active compounds read low; activity change, % (series mostly up to about 58 µM); 0.81% of 140,000 active; AID 1645851, 2021; in the data active = activity change below about -25%
# Target sequence (Q92551 whole entry, looked up): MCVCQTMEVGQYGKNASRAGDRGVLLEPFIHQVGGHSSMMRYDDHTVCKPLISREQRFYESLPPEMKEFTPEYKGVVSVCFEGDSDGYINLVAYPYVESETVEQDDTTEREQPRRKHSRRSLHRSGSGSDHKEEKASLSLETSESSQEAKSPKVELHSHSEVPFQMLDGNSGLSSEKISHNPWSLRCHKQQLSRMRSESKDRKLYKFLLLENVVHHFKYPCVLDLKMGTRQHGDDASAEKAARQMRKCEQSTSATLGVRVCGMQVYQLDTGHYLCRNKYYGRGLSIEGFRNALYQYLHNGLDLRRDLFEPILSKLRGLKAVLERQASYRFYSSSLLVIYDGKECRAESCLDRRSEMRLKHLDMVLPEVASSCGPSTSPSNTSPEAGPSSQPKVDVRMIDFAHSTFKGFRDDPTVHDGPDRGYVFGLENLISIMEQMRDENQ
#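 ADP-Glo luminescence measures ADP made by human IP6K1 during a 2 h RT reaction with ATP/IP6 (mix at 1.3 mM/130 uM); top library doses 57.5 and 19.1 uM final.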
# HEK cytotox – Cytotoxic Profiling in HEK 293 Cell Line of Diverse Libraries Using Quantitative High-Throughput Screening. HEK 293 viability, ATP luminescence (CellTiter-Glo), 48-72 h. Potency, µM (top dose mostly 115 µM), for the others: top-dose activity change, negative = cytotoxicity, actives largely listed as inhibitors. 6.6% of 94,000 active. AID 1345083, 2018; also: potency is read from the fitted curve at half-maximal effect; nearly all actives have a fitted effect of over 60% in size
#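 qHTS cytotoxicity; HEK 293, 250 cells/well; compound pinned; 48 or 72 hr, 37 degree Celsius, 5% CO2, 95% humidity; CellTiter-Glo, 10 min RT; luminescence (ATP).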
# NIH3T3 tox – Cytotoxic Profiling in NIH 3T3 Cell Line of Diverse Libraries Using Quantitative High-Throughput Screening; NIH 3T3 viability, CellTiter-Glo ATP luminescence, 48-72 h; Potency, µM (doses to about 96.7 µM), without a hit: at the highest dose activity change, negative = cytotoxicity, hits mostly inhibitors; 4.3% of 94,000 active; also: potency is read from the fitted curve at half-maximal effect; nearly all actives have a fitted effect of over 55% in size
#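 Luminescent ATP readout (CellTiter-Glo, 10 min RT) after 48 or 72 hr compound exposure of NIH 3T3 cells seeded at 400 cells/well in 1536-well format; quantitative HTS.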
# SNCA expr inhib – Primary qHTS assay for inhibitors of alpha-synuclein gene (SNCA) expression; 0.17% of 140,000 active; HEK-293 SNCA-luciferase knock-in, luminescence, 24 h; Potency, µM (top dose mostly 57.2 µM), for inactives: top-dose activity change, negative = inhibition, hits mostly inhibitors; AID 1671194, 2021;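 also: potency is read from the fitted curve at half-maximal effect; plate controls were DMSO cells for no effect and cell-free wells for full effect; nearly all actives have a fitted effect of over 45% in size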
# GPT2 inhibitor – Primary qHTS assay for inhibitors of Glutamate pyruvate transaminase 2 (GPT2); Alanine aminotransferase 2 (Homo sapiens), Q8TD30; Recombinant GPT2, coupled pyruvate oxidase/HRP Amplex Red fluorescence; Potency, µM (series often up to 57.7 µM), for the others: at the top dose activity change, negative = inhibition, most hits filed as inhibitors; 0.25% of 100,000 active; also: potency is read from the fitted curve at half-maximal effect; nearly all actives have a fitted effect of over 60% in size; many of its hits are not listed in these tables
# Target sequence (Q8TD30 whole entry, looked up): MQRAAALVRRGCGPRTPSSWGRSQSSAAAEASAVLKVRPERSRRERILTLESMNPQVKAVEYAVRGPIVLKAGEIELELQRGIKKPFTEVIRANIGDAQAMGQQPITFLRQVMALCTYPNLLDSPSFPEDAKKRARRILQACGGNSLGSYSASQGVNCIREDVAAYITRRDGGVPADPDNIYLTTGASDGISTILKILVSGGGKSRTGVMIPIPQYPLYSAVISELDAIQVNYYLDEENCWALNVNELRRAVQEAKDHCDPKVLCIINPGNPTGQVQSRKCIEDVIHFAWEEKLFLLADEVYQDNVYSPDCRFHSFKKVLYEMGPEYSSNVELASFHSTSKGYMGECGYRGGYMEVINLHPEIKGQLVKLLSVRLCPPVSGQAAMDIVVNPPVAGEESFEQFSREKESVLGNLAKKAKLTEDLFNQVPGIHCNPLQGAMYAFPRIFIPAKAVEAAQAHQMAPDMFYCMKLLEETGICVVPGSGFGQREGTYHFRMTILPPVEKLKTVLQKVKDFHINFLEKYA
#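 Fluorescence read-out: pyruvate from GPT2 turnover coupled to pyruvate oxidase, HRP and Amplex Red (0.2mM ThPP, 0.2U/mL PO and HRP, 50uM Amplex final). Substrates 250uM a-KG, 2mM L-alanine; enzyme 10ng/uL; 30 min RT.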
# FLuc inh – Firefly luciferase inhibition profiling of diverse chemical library using quantitative high-throughput screening. Luciferin 4-monooxygenase (Photinus pyralis), P08659. purified P. pyralis luciferase, luminescence, biochemical. Potency, µM (titrated, usually from 115 µM), inactives show at the highest dose activity change, negative = inhibition, most hits filed as inhibitors. 2.5% of 76,000 active; also: potency is read from the fitted curve at half-maximal effect; nearly all actives have a fitted effect of over 65% in size
#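 Biochemical qHTS: compound (6-point titration) added to 10uM D-luciferin plus 10uM ATP in Tris acetate pH 7.5 buffer with Mg, Tween-20 and BSA, then purified enzyme at 10nM; light output imaged.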
# * hit, by the source's call; i = inactive; ? = inconclusive; nt = no result given; [ ] = remark or other dose. Unless noted, calls follow the shape of the dose curve; as a rule, active = well fitted curve in the direction sought with a large enough effect; inconclusive = small, poorly fitted or top-dose-only effect, or another doubt; inactive = no such curve, though single readings can be large; an effect the other way counts as inactive or inconclusive. Unless noted, % is scaled to controls: 0 for no effect and ±100 for the full control effect. These rows are one share of the data; rates above refer to the full screens.
SMILES,HEK293 viab,IP6K1 inh,HEK cytotox,NIH3T3 tox,SNCA expr inhib,GPT2 inhibitor,FLuc inh
Cn1cccc1C(=O)NCC(=O)N1CCCCCCNC(=O)CC1c1ccccc1 (stereo not drawn),-11%,4,i,-10%,14%,i,-12%
COc1ncccc1-c1cc2[nH]ccc2c(C(=O)NCc2c(C)cc(C)[nH]c2=O)n1,?,-2,?,50µM*,-4%[87.6 µM],?,-4%[172 µM]
Cc1ccc(C2Cn3nnc(-c4noc(-c5cccnc5)n4)c3CO2)cc1 (stereo not drawn),0%,2,?,?,-16%,i,6%
CCCS(=O)(=O)N1CCCN(Cc2ccncc2)C(c2ccccc2)CC(=O)NCC1 (stereo not drawn),1%,20,-22%,-20%,80%[activator],?,?
CCc1ccc(CNC(=O)CN(c2ccc(C)cc2)S(=O)(=O)N(C)C)cc1,-8%,7,nt,nt,?,nt,nt
COc1cc2c(cc1OC)C(C[C@H]1CN(C(=O)N3CCOCC3)CC[C@H]1CC(=O)O)=NCC2,3%,4,-7%,5%,-10%,-1%,0%
O=C(NCCc1ccc(Cl)cc1)C1CCc2nnc(C3CCN([S+](=O)([O-])c4ccccc4Cl)CC3)n21 (stereo not drawn),0%,-8,-12%,?,-1%,2%,nt
O=C(CN1CC2CC(C1)[C@H]1CCCC(=O)N1C2)Nc1ccc2c(c1)OCCO2 (stereo partly drawn),-8%,2,-10%,-26%,-7%,?,?
NC(=O)[C@H](CC1CCCCC1)NC(=O)[C@@H]1CN(S(=O)(=O)c2ccccc2)CCN1C(=O)c1cccs1,-9%,-3,-4%,25µM*,7%,-19%,0%
Cc1ccc(CN2CCCC(c3nn(-c4ccc(Cl)cc4)c(=O)[nH]3)C2)cc1 (stereo not drawn),11%,-3,35µM*,?,1%,i,8%
CC1(C(=O)N2CCC(c3ccccc3)CC2)CCc2cnc(Nc3ccncc3)nc21 (stereo not drawn),?,-12,71µM*,?,-30%[87.6 µM],-18%[88.5 µM],3%[172 µM]
O=C(C1CCCCC1)N1CC(=O)N(C2Cc3ccccc3C2)CC(O)C1 (stereo not drawn),nt,9,?,?,nt,nt,nt
O=C(Cc1cccc(Cl)c1)N1CCC2(CC1)COc1ccccc1[S+](=O)([O-])N2,?,15,?,?,41%[activator],2%,nt
CCOC(=O)c1cc(-c2ccccc2)n(-c2cccc(C(=O)NC(C)(C)C)c2)c1C,14%,16,nt,nt,-28%,nt,nt
C=C1C[C@H](O)[C@@H](O)[C@@]2(C)C1[C@@H](O)[C@H]1OC(=O)C3[C@@H](C)[C@@H](O)[C@H](O)C2[C@]31C (stereo partly drawn),7%,7,nt,nt,nt,i,nt
COc1ccc(-c2csc3nc(-c4ccc(F)cc4)oc(=O)c23)cc1,20%,15,nt,nt,29%,nt,nt
COc1ccc(CN2C[C@@H]3C(=O)N(CCN4CCc5ccccc5C4)C(=O)[C@@H]3C2)c(OC)c1,-4%,-7,?,-16%,-4%,i,8%
CCc1ccc(C2CC(=O)c3c([nH]c(C(=O)OCCOc4ccccc4)c3C)C2)cc1 (stereo not drawn),-4%,9,nt,nt,35%[activator],nt,nt
Cc1ccc(C(=O)N2[C@@H]3CC[C@H]2CC(NC(=O)c2ccncc2)C3)cc1F (stereo partly drawn),1%,14,-23%,-15%,-3%,i,-6%
CNC(=O)[C@@H](c1ccccc1)N1CCC[C@H]1C(=O)N(C)Cc1ccccc1,5%[87.6 µM],8,-5%[172 µM],i,-20%[87.6 µM],-6%[88.5 µM],1%[172 µM]
CCc1ccccc1N1CC(c2nc3ccccc3n2CC(C)C)CC1=O (stereo not drawn),-23%,19,nt,nt,-28%,nt,nt
COc1cccc(CNC(=O)CSC2=Nc3ccccc3N=C(c3ccc(F)cc3)C2)c1,-3%,-3,nt,nt,-3%,nt,nt
CCCC(=O)Nc1nnc(SCc2cc(=O)c3ccc(C)cc3[nH]2)s1,-16%,-2,nt,nt,-5%,nt,nt
CC(C)C(CO)Nc1nc(Nc2ccc(C(=O)O)c(Cl)c2)c2ncn(C(C)C)c2n1 (stereo not drawn),-22%,-7,nt,nt,nt,?,nt
Cc1cc(S(=O)(=O)C(CNC(=O)c2ccc(OC(C)C)cc2)c2cccs2)ccc1F (stereo not drawn),-9%,-3,nt,nt,92%[activator],nt,nt
Cc1cc(S(=O)(=O)NCCc2csc(-c3cccc(F)c3)n2)ccc1F,20%,-5,nt,nt,?,nt,nt
COc1cccc(CCC(=O)N2CCN(c3cc(-c4ccccc4)[nH]n3)CC2)c1,-8%,6,?,?,-11%,i,-4%
O=C(COc1ccccc1)Nc1ccc2nc(SCC(=O)N3CCOCC3)sc2c1,1%,3,nt,nt,120%[activator],nt,nt
CC(=O)N1CCC(N2C[C@@H](F)[C@@H](OCc3nc4cc(C)c(C)cc4[nH]3)C2)CC1,5%[87.6 µM],5,-15%[172 µM],-18%[138 µM],16%[87.6 µM],4%[88.5 µM],7%[172 µM]
CCCN1C(=O)CCc2cc(NC(=O)c3ccc(C)s3)ccc21,?,16,35µM*,?,10%,-2%,?
Cc1ccc(Cn2c(=O)n(Cc3ccccc3)c(=O)c3c(C)c(C)sc32)cc1,-4%,12,nt,nt,29%,nt,nt
Cc1ccc(N2CCN(C(=O)c3ccc(Cn4cccn4)o3)CC2=O)cc1,-8%,-16,1%,-2%,5%,i,-4%
COc1ccc(C(=O)NC2CCN(c3cnn(CC4CC4)c(=O)c3)CC2)c(OC)c1,?,30,?,?,-16%,5%,-1%
Cn1ccnc1CN1C[C@@H]2C[C@H]1C(=O)N(Cc1ccccn1)c1ccccc1O2,7%[87.6 µM],-2,-32%[172 µM],-22%[174 µM],9%[87.6 µM],1%[88.5 µM],-1%[172 µM]
O=C(O)CCn1ncc2cc(OCC3CCN(C(=O)c4cc(F)ccc4Cl)CC3)ccc21,2%,6,-2%,32µM*,5%,5%,-3%
O=C(NC1CCN(c2cn[nH]c(=O)c2)CC1)c1ccccc1,0%,32,i,1%,-7%,2%,5%
Cc1ccc(C(=O)COC(=O)C(Cc2c[nH]c3ccccc23)NC(=O)c2ccc(Br)cc2)cc1 (stereo not drawn),4%,7,nt,nt,?,nt,nt
COc1ccc(C(=O)NCC(c2cccnc2)N2CCc3ccccc3C2)cc1OC (stereo not drawn),2%,3,nt,nt,76%[activator],nt,nt
O=C1CC2(CCN(C(=O)c3ccc4c(c3)OCO4)CC2)CN1CC1CCCO1 (stereo not drawn),2%,8,-14%,-23%,14%,-20%,-7%
CC12CCC(=O)C=C1C(O)CC1C2C(O)CC2(C)C1CC[C@]2(O)C(=O)CO (stereo partly drawn),2%[12.5 µM],-20,nt,nt,nt,1%[17.1 µM],nt

# 4 compounds from above, ordered by heavy-atom count, descending:
SMILES,HEK293 viab,IP6K1 inh,HEK cytotox,NIH3T3 tox,SNCA expr inhib,GPT2 inhibitor,FLuc inh
O=C(NCCc1ccc(Cl)cc1)C1CCc2nnc(C3CCN([S+](=O)([O-])c4ccccc4Cl)CC3)n21 (stereo not drawn),0%,-8,-12%,?,-1%,2%,nt
CCc1ccc(C2CC(=O)c3c([nH]c(C(=O)OCCOc4ccccc4)c3C)C2)cc1 (stereo not drawn),-4%,9,nt,nt,35%[activator],nt,nt
Cc1ccc(Cn2c(=O)n(Cc3ccccc3)c(=O)c3c(C)c(C)sc32)cc1,-4%,12,nt,nt,29%,nt,nt
Cc1cc(S(=O)(=O)NCCc2csc(-c3cccc(F)c3)n2)ccc1F,20%,-5,nt,nt,?,nt,nt

# More compounds:
SMILES,HEK293 viab,IP6K1 inh,HEK cytotox,NIH3T3 tox,SNCA expr inhib,GPT2 inhibitor,FLuc inh
CSc1cccc(NC(=O)Cn2c(N3CCCCC3)nc(C)c(C)c2=O)c1,-16%,0,?,-46%,-4%,i,-7%
COc1ccc(C(=O)N2CCC(N3C(=O)C4(CCCCC4)C3c3ccccc3)CC2)cn1 (stereo not drawn),0%[12.5 µM],-4,?,-15%,?,-7%,6%
COc1cccc(CNc2ncnc3c2CN(c2ccc([N+](=O)[O-])cc2)C(=O)N(C)C3)c1,7%,4,0%,-24%,2%,i,4%
COCCCNc1ncnc2sc3c(c12)CCN(Cc1cccnc1)C3,0%,-7,?,?,-16%,i,-16%
CCCn1cnc2cc(NC(=O)c3cc(OC)c(OC)c(OC)c3)ccc21,-2%,17,nt,nt,6%,nt,nt
COc1cc(Cl)c(C)cc1NC(=O)Cn1c(C)cc2nc3n(c(=O)c21)CCCCC3,-9%,20,?,-20%,4%,-10%,0%
CCOC(=O)c1c(C)[nH]c(C)c1S(=O)(=O)N1CCC(C(=O)N2CCN(c3cc(C)ccc3C)CC2)CC1,?,10,nt,nt,?,nt,nt
O=C(NC1CCCC1)N1CCC(Nc2cccnc2)C1 (stereo not drawn),-6%,0,4%,i,-33%,i,1%
CS(=O)(=O)N1CCC(OC2CCN(C(=O)Nc3ccccc3)CC2)CC1,9%,3,-3%,3%,1%,3%,4%
COc1ccc(-c2nc(C)nc3c2CCN([S+](=O)([O-])c2cccs2)CC3)cc1,2%,-9,?,?,-13%,4%,-6%
CO[C@H]1[C@H](NC(=O)c2ccc3c(c2)OCO3)c2ccccc2C12CCNCC2,-14%,-7,-13%,-20%,-17%,i,-2%
Cc1nc(N2CCCC2)c2c(C(=O)Nc3cccc(Cl)c3C)c(C)oc2n1,11%,-8,nt,nt,32%[activator],nt,nt
Cc1cc(C)cc(NC(=O)c2cc(S(=O)(=O)N3CCCCC3)c[nH]2)c1,6%,2,nt,nt,-13%,nt,nt
COCCCNC(=O)c1nc2cccnc2n(CCc2ccccc2)c1=O,5%[12.5 µM],-11,-20%,-12%,-19%,-4%,nt
CSc1ccccc1-c1ccc(N2CCN(C)CC2)nn1,11%,-18,4%,i,?,i,16µM*
CCc1nc(CN2CCOC(c3ccc4cc(OC)ccc4c3)C2)no1 (stereo not drawn),0%,-4,?,?,146%[activator],i[11.5 µM],40µM*
CCOc1cc(Br)c(C2C(C(=O)OC)=C(C)NC3=C2C(=O)c2ccccc23)cc1OCC (stereo not drawn),-7%,-32*,nt,nt,-24%,nt,nt
COc1ccc(NC(=O)c2c(-c3cnn(C)c3NCc3ccccc3)noc2C)cc1,?,17,?,11µM*,-27%[87.6 µM],i,-18%[172 µM]
